Screening data (PubChem)
GRP78 ERSR act: inducers of ER stress response in human glioma cells; U87-MG GRP78 promoter luciferase reporter, 16 h; AID 602332; Potency, µM, for inactives: at the highest dose activation, usual class: activators; 420,000 compounds, 0.02% hits; note: potency is the fitted concentration of half-maximal effect; series mostly up to about 76 µM; % of control where 0% means no effect; nearly all actives have a fitted effect of over 35% in size
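ERSR induction read as luciferase luminescence (Bright-Glo, 10 min at room temperature) in stably transfected human U87-MG glioma cells exposed to compounds for 16 h, using GRP78 as sensor.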
Pol kappa inh: inhibitors of human DNA polymerase kappa. AID 588579. purified Pol kappa, fluorescent DNA synthesis assay, 10 min. Q9UBT6. Potency, µM (highest dose often 107 µM), for inactives: top-dose activity, negative = inhibition, actives largely listed as inhibitors. 400,000 compounds, 0.53% hits; note: potency is the fitted concentration of half-maximal effect; % is set by controls: 0 for no effect and ±100 for the full control effect
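First, compounds were pin-transferred onto 10 nM Pol kappa. After 15 min at room temperature, substrate was added to 50 nM final. Fluorescence was then measured kinetically at 0 and 10 min.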
Anesthetic bind: candidate novel general anesthetic via apoferritin binding. apoferritin/1-aminoanthracene competitive binding, fluorescence. Potency, µM (series often up to 77.5 µM), inactives show at the top dose activity change, negative = displacement, hits mostly inhibitors. 350,000 compounds, 0.074% hits. AID 485281; note: potency is the fitted concentration of half-maximal effect; % is set by controls: 0 for no effect and ±100 for the full control effect; nearly all actives have a fitted effect of over 20% in size
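10 uM apoferritin + 50% sat. 1-AMA, PBS; cpd 10 min RT; Ex380/Em535 endpoint; normalized to free probe vs complex; 4-param Hill fit; propofol titration as pos. ctrl.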
LDHA inh: LDHA (human) enzyme inhibition; purified LDHA, NADH/diaphorase-resazurin fluorescence; active compounds read low; activity change, % (values are at about 110 or 230 µM); 480,000 compounds, 0.15% hits; in the data active = activity change below about -30%; inconclusive = mostly about -25% to -30%;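 note: plate controls were DMSO wells for no effect and wells without enzyme for full effect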
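Human LDH5 at 2 nM final in Tris HCl pH 7.4 with 0.06 mM NADH and 0.2 mM pyruvate, reacted 5 minutes at room temperature. Remaining NADH coupled via diaphorase/resazurin; resorufin fluorescence read at 0 and 20 minutes, normalized to enzyme-free and DMSO wells.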
APE1 inh: APE1 (human) endonuclease inhibition; recombinant APE1, TAMRA/BHQ-2 abasic DNA cleavage fluorescence; Potency, µM (top dose mostly 65.8 µM), for the others: at the highest dose activity change, negative = inhibition, usual class: inhibitors; AID 2517; 350,000 compounds, 0.35% hits; P27695;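 note: potency is the fitted concentration of half-maximal effect; plate controls were vehicle for no effect and reference inhibitor for full effect; nearly all actives have a fitted effect of over 55% in size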
Target sequence (P27695 whole entry, looked up): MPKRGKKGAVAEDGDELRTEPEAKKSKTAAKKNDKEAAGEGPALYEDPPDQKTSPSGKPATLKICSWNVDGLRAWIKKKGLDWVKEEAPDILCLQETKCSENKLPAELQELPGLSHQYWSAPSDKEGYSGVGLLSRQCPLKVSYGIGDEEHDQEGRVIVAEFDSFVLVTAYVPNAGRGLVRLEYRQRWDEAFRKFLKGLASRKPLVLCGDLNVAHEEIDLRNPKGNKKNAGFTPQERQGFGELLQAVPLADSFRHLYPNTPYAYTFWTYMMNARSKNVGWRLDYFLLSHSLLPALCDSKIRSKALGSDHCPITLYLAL
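Activity was derived from the fluorescence gain between first and third kinetic reads (60 s intervals, ex 525/em 598 nm) after 50 nM THF-abasic TAMRA/BHQ-2 duplex was added to 0.75 nM APE1 preincubated 15 min with compound.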
BLM helicase inh: inhibitors of human Bloom syndrome helicase BLM | Potency, µM (series often up to 56.1 µM), inactives show at the highest dose activity change, negative = inhibition, actives largely listed as inhibitors | recombinant BLM DNA unwinding, fluorescence dequenching | P54132 | 350,000 compounds, 0.2% hits;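 note: potency is the fitted concentration of half-maximal effect; plate controls were vehicle for no effect and no enzyme for full effect; nearly all actives have a fitted effect of over 35% in size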
POLB inh: blocks human DNA polymerase beta activity | P06746 | Pol beta primer extension/strand displacement, fluorescence kinetic | Potency, µM (top dose mostly 114 µM), for inactives: at the highest dose activity change, negative = inhibition, most hits filed as inhibitors | 340,000 compounds, 1.3% hits; note: potency is the fitted concentration of half-maximal effect; % is set by controls: 0 for no effect and ±100 for the full control effect
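Reaction started by 50 nM substrate onto compound-treated Pol beta (10 nM, 15 min preincubation, room temperature); plates read at 0 min and 10 min. Normalized concentration-effect data fitted by four-parameter Hill equation.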
POLI inh: DNA polymerase iota (human) inhibition; Q9UNA4; Pol iota fluorescent replication assay, 10 min; Potency, µM (top dose mostly 115 µM), for the others: at the top dose activity, negative = inhibition, actives largely listed as inhibitors; 390,000 compounds, 1% hits; AID 588590; note: potency is the fitted concentration of half-maximal effect
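Pol iota at 10 nM preincubated 15 min with compounds at room temperature; reaction started with fluorescent substrate, 50 nM final. Fluorescence read kinetically at 0 and 10 min; buffer-only wells as negative control.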
POLH inh: blocks human DNA polymerase eta activity; recombinant Pol eta, fluorescent DNA replication assay; 390,000 compounds, 1.2% hits; Potency, µM (highest dose often 114 µM), for inactives: top-dose activity change, negative = inhibition, actives largely listed as inhibitors; AID 588591; note: potency is the fitted concentration of half-maximal effect; % is set by controls: 0 for no effect and ±100 for the full control effect
Target sequence (Q9Y253 whole entry, looked up): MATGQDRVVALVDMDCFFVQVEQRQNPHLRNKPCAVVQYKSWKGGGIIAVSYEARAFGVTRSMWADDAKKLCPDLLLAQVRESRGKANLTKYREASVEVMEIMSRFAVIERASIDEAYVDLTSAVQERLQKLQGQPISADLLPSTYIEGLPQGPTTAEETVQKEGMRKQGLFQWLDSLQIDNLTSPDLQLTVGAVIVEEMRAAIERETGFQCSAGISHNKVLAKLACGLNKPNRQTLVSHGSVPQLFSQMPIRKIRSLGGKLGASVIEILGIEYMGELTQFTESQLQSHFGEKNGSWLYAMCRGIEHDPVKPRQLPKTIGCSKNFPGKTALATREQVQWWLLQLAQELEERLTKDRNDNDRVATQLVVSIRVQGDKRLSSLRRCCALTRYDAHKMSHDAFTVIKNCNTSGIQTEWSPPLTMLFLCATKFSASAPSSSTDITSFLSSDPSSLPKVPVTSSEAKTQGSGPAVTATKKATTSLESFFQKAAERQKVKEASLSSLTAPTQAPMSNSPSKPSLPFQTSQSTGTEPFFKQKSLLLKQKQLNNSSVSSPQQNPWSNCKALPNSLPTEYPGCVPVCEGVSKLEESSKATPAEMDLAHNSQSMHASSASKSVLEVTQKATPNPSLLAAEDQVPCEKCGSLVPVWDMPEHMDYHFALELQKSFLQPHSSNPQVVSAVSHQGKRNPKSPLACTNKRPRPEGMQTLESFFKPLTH
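Fluorescent replication assay: 50 nM final substrate added after a 15 min room-temperature compound preincubation with 10 nM enzyme. Signal taken at 0 min and again at 10 min.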
Numbers without * were called inactive; ? = inconclusive; · = not tested or not shown; & = joins results of further samples; [ ] = another dose, or the depositor's remark. Unless noted, calls come from the whole dose curve; as a rule, active = well fitted curve in the direction sought with a large enough effect; inconclusive = small, poorly fitted or top-dose-only effect, or another doubt; inactive = no such curve, though single readings can be large; an effect the other way counts as inactive or inconclusive. Only part of the results is shown; rates above refer to the full screens.

SMILES	GRP78 ERSR act	Pol kappa inh	Anesthetic bind	LDHA inh	APE1 inh	BLM helicase inh	POLB inh	POLI inh	POLH inh
O=C(COC(=O)c1cc([N+](=O)[O-])ccc1N1CCOCC1)Nc1ccc(Cl)cc1	-5%	-5%	?	-4	36%	-5%	8%	12%	-24%
CCn1c(SCc2ccc(F)cc2)nnc1C1CCN(S(=O)(=O)c2ccc(OC)cc2)CC1	-7%	-14%	-10%	4	0%	0%	3%	19%	-14%
CCCCOc1ccc(CNC(=O)c2ccc3c(c2)N(C)C(=O)C2CCCCN32)cc1 (configuration not stated)	0%	-6%[60.1 µM]	11%	-3	·	-8%	8%	0%	-10%
CC(C)(C)c1cc(N)n(-c2ccc(C(=O)O)cc2)n1	2%	5%	-3%	1	-4%	-2%	-11%	53%[activator]	-16%
CCc1ccccc1NC(=O)CN1CCN(C(=O)C(C)NC(=O)c2ccc(Cl)cc2)CC1 (configuration not stated)	-4%	-14%	·	-1	37%	·	·	26%	-10%
Cc1cc(=O)n2c(C(=O)Nc3ccc(Br)cc3)c(C(=O)Nc3ccccc3)sc2n1	-3%	6%	-4%	0	·	-4%	4%	9%	-1%
CC(C)(C)NC(=O)C(=O)NNC(=O)COc1ccccc1	-2%	-1%	-12%	-10	19%	-2%	23%	10%	-12%
Cc1ccc(CNc2nc(C)cs2)cc1	-4%	6%	?	5	9%	-2%	38%	18%	-16%
Cc1ccc(N(CC(=O)NCc2ccc(Cl)cc2)S(C)(=O)=O)cc1	7%	10%	-19%	0	4%	-5%	22%	-4%	-11%
O=C(CSc1nccn1Cc1ccc(Cl)cc1)Nc1ccc2c(c1)OCCO2	-2%	-3%[60.1 µM]	?	-9	·	-4%	7%	7%	-16%
COC(=O)c1cn(C(=O)c2ccccc2F)nc1N	-5%	-8%	0%	-6	1%	1%	-22%	-6%[58.9 µM]	-9%
COc1ccc(CN(C(=O)c2nsc(Cl)c2Cl)C(C(=O)NC2CCCC2)c2ccc(OC)cc2)cc1 (configuration not stated)	-6%	-10%[60.1 µM]	?	-8	6%	-2%	-1%	-11%	-19%
CCOCCCNC(=O)CCn1ccc2cc(S(=O)(=O)N3CCCC3)ccc21	-1%	-6%	-4%	1	9%	-3%	16%	-2%	-1%
CCNc1nc(NC(C)CC)nc(Oc2ccc(OCC)nn2)n1 (configuration not stated)	5%&-2%	-18%&4%	-8%&-8%	-12&0	0%	4%&-5%	34%&10%	1%&19%	-16%&-12%
O=C(CSc1nnc(Nc2ccccc2F)s1)c1cc2ccccc2o1	7%	-12%	?	-5	-2%	-21%	-2%	20%	-12%
Cc1cc(Cl)cc(Cl)c1OCCOc1cccc2cccnc12	-2%	-10%	?	-4	-1%	-5%	1%	-22%	-7%
COc1cccc(-n2c(SCC(=O)O)nnc2-c2cccnc2)c1	-3%	-6%[60.1 µM]	-16%	-8	-1%	0%	-12%	4%	5%
CCN(CC)C(=O)c1oc2ccc(S(=O)(=O)N3CCCCCC3)cc2c1C	5%	-7%	?	5	-1%	-5%	-2%	10%	-15%
CC(=O)c1sc(Nc2cccc(C)c2)nc1C	-3%	-5%	?	0	-4%	-2%	-27%	114%[activator]	-20%
Cc1cc(S(=O)(=O)NCCCN2CCOCC2)ccc1F	1%	0%	-12%	0	-1%	2%	5%	5%	-11%
Cc1nc2ccccn2c1C(=O)NN	0%	-7%	4%	-6	?	5%	6%[57.1 µM]	15%	-9%
COc1ccc(C2=NOC(C(=O)NCC(C)C)C2)cc1 (configuration not stated)	4%	-3%	-7%	-10	-2%	1%	17%	11%	6%
CC1CCN(Cc2c(C(=O)N/N=C/c3cc(Br)ccc3O)nnn2-c2nonc2N)CC1	2%	-12%	5%	-11	7%	-2%	2%	35%[activator]	-18%
O=C(CN1C(=O)c2ccccc2C1=O)N1CCN(C(=O)c2ccco2)CC1	-2%	-12%	-5%	-12	-2%	-5%	9%	17%	-3%
O=C(C1CCN(S(=O)(=O)c2cccnc2)CC1)N1CCN(C2CCCC2)CC1	-5%	-27%	-3%	-6	-10%	-1%	44%[activator]	-8%	-7%

6 entries drawn at random from the list so far, as already listed:
SMILES	GRP78 ERSR act	Pol kappa inh	Anesthetic bind	LDHA inh	APE1 inh	BLM helicase inh	POLB inh	POLI inh	POLH inh
O=C(CSc1nnc(Nc2ccccc2F)s1)c1cc2ccccc2o1	7%	-12%	?	-5	-2%	-21%	-2%	20%	-12%
O=C(CN1C(=O)c2ccccc2C1=O)N1CCN(C(=O)c2ccco2)CC1	-2%	-12%	-5%	-12	-2%	-5%	9%	17%	-3%
CC(C)(C)c1cc(N)n(-c2ccc(C(=O)O)cc2)n1	2%	5%	-3%	1	-4%	-2%	-11%	53%[activator]	-16%
Cc1cc(S(=O)(=O)NCCCN2CCOCC2)ccc1F	1%	0%	-12%	0	-1%	2%	5%	5%	-11%
CCN(CC)C(=O)c1oc2ccc(S(=O)(=O)N3CCCCCC3)cc2c1C	5%	-7%	?	5	-1%	-5%	-2%	10%	-15%
O=C(C1CCN(S(=O)(=O)c2cccnc2)CC1)N1CCN(C2CCCC2)CC1	-5%	-27%	-3%	-6	-10%	-1%	44%[activator]	-8%	-7%

(further entries)
SMILES	GRP78 ERSR act	Pol kappa inh	Anesthetic bind	LDHA inh	APE1 inh	BLM helicase inh	POLB inh	POLI inh	POLH inh
CC(=O)c1cccc(NC(=O)c2ccc3c(Cl)c4c(nc3c2)CCCC4)c1	-2%	-14%	6%	-1	-7%	-1%	-24%	13%	-10%
COC(=O)c1c(NC(=O)CN2CCN(S(=O)(=O)c3ccccc3)CC2)sc2c1CCC(C)C2 (configuration not stated)	·	·	5%	·	21%	-3%	2%[57.1 µM]	·	·
COc1cccc(-c2cc(C(=O)Nc3cccc(O)c3)no2)c1	-4%	-2%	-15%	-2	-5%	-6%	45%	19%	-11%
CC(Sc1nnc(Cc2cccs2)n1C1CCCCC1)C(N)=O (configuration not stated)	-1%	-14%	-6%	-2	5%	-3%	25%	6%	-2%
CCOc1cc(S(=O)(=O)NCc2ccccc2)ccc1F	-3%	-9%	2%	2	7%	-5%	?	6%	-13%
O=C(CN(Cc1ccc(Br)cc1)S(=O)(=O)c1ccccc1)NCc1ccncc1	-5%	-18%	-6%	-7	0%	0%	-4%	3%	-8%
Cc1cc2nc(NCCCO)n(CC(=O)c3cc(C(C)(C)C)c(O)c(C(C)(C)C)c3)c2cc1C	-1%	-6%	·	7	-24%	·	·	-6%	-16%
COc1ccc(-n2c(=S)[nH]c3cc(C(=O)Nc4ccccc4OC)ccc3c2=O)cc1	·	·	-4%	·	5%	-1%	17%	·	·
COc1ccc(CCNC(=O)COC(=O)c2cnccn2)cc1	5%	-8%	-12%	-1	-2%	-1%	6%	12%	-8%
CC1C(O)CC2C(C(=O)O)=CO[C@@H](O[C@H]3OC(CO)C(O)C(O)C3O)C21 (some centres not stated)	-3%	-7%[60.1 µM]	3%	·	-2%	-11%	·	·	·
COc1ccc(C2OC(=O)C(C)(C)C(=O)C2(C)C)cc1OC (configuration not stated)	-3%	3%	-11%	-3	3%	1%	-1%	16%	-3%
COc1ccccc1CCNC(=O)C(=O)NCC(c1ccco1)S(=O)(=O)c1ccc(F)cc1 (configuration not stated)	-5%	-9%[60.1 µM]	-9%	-6	·	1%	3%	18%	3%
CC1(C)CC(=O)N(c2ccccc2)C1(C)O (configuration not stated)	3%	-9%	-21%	-7	6%	4%	12%	8%	-10%
COC(=O)[C@@H]1C[C@@H]2CC[C@@H](O)C[C@@H]2N1Cc1ccc(OC)cc1	-4%	9%	-12%&-4%	1	16%&1%	2%&-1%	10%	-9%	0%
C=CCn1c(SCC(=O)C(C)(C)C)nnc1-c1cccs1	6%	-3%	-19%	-16	2%	-7%	19%	5%	-10%
CCCc1ccc(OCC(O)CN2CCN(c3ccccc3)CC2)cc1 (configuration not stated)	-6%&-9%	0%&7%	1%	-6&1	-11%	-3%	0%	28%&-9%	?
CCn1c(=NC(=O)C2COc3ccccc3O2)sc2c(OC)ccc(OC)c21 (configuration not stated)	-3%	-11%	0%	-3	7%	-6%	1%	53%[activator]	-26%
Cc1cc(NS(=O)(=O)c2ccc(NC(=O)c3ccc(F)cc3)cc2)nc(C)n1	-4%	2%	·	-8	9%	·	·	-19%	-7%
Cc1ccc(S(=O)(=O)N2CCC3CC2c2cc(Cl)ccc23)cc1 (configuration not stated)	-3%	5%	·	-8	·	·	·	27%	-19%
CCCc1nnc(N2C(=O)c3cccc4cccc(c34)C2=O)s1	-1%	-4%	-7%	1	1%	0%	20%	7%	-14%
Cc1csc(SCC(=O)Nc2sc3c(c2C#N)CCC3)n1	-2%	-29%	?	-1	?	-16%	20µM*	?	?
COc1cc(NC(=O)C2CCC(CNc3c(N4CCCCC4)c(=O)c3=O)CC2)cc(OC)c1 (configuration not stated)	7%	-9%	-17%	-1	-4%	0%	0%	26%	-5%
O=C(CC1C(=O)Nc2ccccc2N1CC(=O)N1CCCC1)Nc1ccc(Br)cc1 (configuration not stated)	8%	-4%	·	0	-21%	·	·	11%	-5%
CC(C(=O)NC1C(=O)N2C(C(=O)O)=C(CSc3nnnn3C)CSC12)n1cc(Br)cn1 (configuration not stated)	-3%	?	3%	-5	?	7%	18µM*	?	32µM*
Nc1nc2ncc(CNc3ccc(C(=O)NC(CCC(=O)O)C(=O)O)cc3)nc2c(=O)[nH]1 (configuration not stated)	-5%&-5%&-6%&-1%	?	86%&60%&62%[activator]	-2	-2%&-2%	3%&1%&1%	·	?	·
O=C(COC(=O)Cc1ccc(F)cc1)NCc1ccco1	-2%	?	-9%	1	?	-12%	22µM*	?	?
CCCCn1c(-c2c(Cl)c(C)nn2C)n[nH]c1=S	-1%	-9%	-6%	-12	4%	0%	19%	106%[activator]	-18%
COc1ccc(CN(C)C(=O)c2ccc3c(=O)n4c(nc3c2)CCC4)c(OC)c1	-2%	-18%	·	-4	-4%	·	·	17%	-5%
